aSyn yeast rescue: inhibitors of alpha-synuclein toxicity in yeast; Potency, µM (doses to about 46.1 µM), for the others: at the top dose growth rescue (activation), hits mostly activators; 94,000 compounds, 0.02% hits; S. cerevisiae alpha-synuclein toxicity rescue, BacTiter-Glo growth, 24 h; active = well fitted activation curve with a large enough effect; inconclusive = small, poorly fitted or top-dose-only effect; also: 0% is about no effect
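Growth restoration measured by BacTiter-Glo luminescence after 24 hr at 30 deg C; alpha-synuclein yeast, raffinose-pregrown to mid-log, were added at OD600=0.02 in galactose medium onto pinned compounds.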
* hit, by the source's call; ? = inconclusive; [ ] = dose if it differs, or a comment. Potency is read from the fitted curve at half-maximal effect. Only part of the results is shown (hit frequency here may not be typical).

SMILES	aSyn yeast rescue
Cc1nc(CNS(=O)(=O)c2ccccc2F)cs1	1%
Cc1cccc(-c2nc(CCNC(=O)Cc3ccc(F)cc3)cs2)c1	11%
CN(C1CCS(=O)(=O)C1)S(=O)(=O)c1ccc2ccccc2c1 (stereo unspecified)	9%
O=C(c1ccc(Br)cc1)c1cn[nH]c1-c1ccccc1O	0%
O=C(CN1CCCCCC1)Nc1ccccc1OC(F)F	-3%
CCCCOc1ccccc1C1CC(=O)Nc2cc(C)c(C)cc21 (stereo unspecified)	3%
CCCOCc1ccc(O)c2ncccc12	-30%[inhibitor]
O=C(c1ccc(-c2cccc(C(F)(F)F)c2)o1)N1CCCC(C(F)(F)F)C1 (stereo unspecified)	16%
COC(=O)c1cc(NC(=O)Nc2ccc3snnc3c2)cc(C(=O)OC)c1	-8%
COc1ccc(C2=NN(CC(=O)NCCCN(C)c3ccccc3)C(=O)CC2)cc1	-16%
Cc1ccc(N2CCN(S(=O)(=O)c3cc(C(=O)Nc4cc(Cl)cc(Cl)c4)ccc3F)CC2C)cc1 (stereo unspecified)	11%
COc1ccc(-c2[nH]c(-c3ccc(OC)c(OC)c3)nc2SCC(=O)Nc2ccccc2)cc1	-3%
COc1ccccc1CCNC(=O)C(=O)NCC(c1ccc2c(c1)OCO2)N1CCOCC1 (stereo unspecified)	-5%
COc1ccc(OC)c(CNC(=O)c2cc3c(=O)oc4ccc(C)cc4c3s2)c1	3%
CC(C)c1ccc(/C=N/n2c(COc3ccccc3)n[nH]c2=S)cc1	12%

Shown with bars between the fields: two of the compounds above.
SMILES | aSyn yeast rescue
COC(=O)c1cc(NC(=O)Nc2ccc3snnc3c2)cc(C(=O)OC)c1 | -8%
COc1ccc(C2=NN(CC(=O)NCCCN(C)c3ccccc3)C(=O)CC2)cc1 | -16%

Going on with the list.
SMILES	aSyn yeast rescue
CCOCCCNc1nc2c(S(=O)(=O)c3ccc(CC)cc3)nnn2c2ccc(Cl)cc12	4%
O=C(Nc1oc2ccccc2c(=O)c1-c1ccc2c(c1)OCO2)c1ccco1	-11%
COC(=O)N1CCCc2cc(S(=O)(=O)N3CCN(c4ccccc4)CC3)ccc21	5%
CCN(CC)CCCNC(=O)c1nn(C)c2c1CSc1ccccc1-2	0%
COc1ccc2c(c1)CCc1c(C(=O)Nc3c(C)nn(Cc4ccccc4Cl)c3C)noc1-2	-21%
Cc1ccc(N2CC(NC(=O)CCc3ccccc3)CC2=O)cc1C (stereo unspecified)	8%
Cc1[nH]c(=O)[nH]c(=O)c1NC(=O)c1ccccc1[N+](=O)[O-]	3%
COc1ccccc1C(=O)Nc1ccc(C(=O)OCc2cc(=O)n3nc(C)sc3n2)cc1	-12%
COc1ccccc1NC(=O)c1ncoc1-c1ccco1	-7%
O=C(c1ccc2c(c1)N(Cc1ccc(Cl)cc1)C(=O)c1ccccc1S2=O)N1CCOCC1 (stereo unspecified)	8%
Cc1ccc(C)n1-c1nnc(N2CCCC(C(=O)NCc3cccc(Cl)c3)C2)s1 (stereo unspecified)	4%
Cc1cccc(-n2c(=O)c3c(c4cc(C)ccc4n3C)n(C)c2=O)c1	2%
Cc1ccc(C)c(N2CCN(CCCNC(=O)Nc3ccc(Cl)cc3)CC2)c1	-25%
Cn1c(=O)[nH]c(=O)c2c1nc(CN1CCOCC1)n2CCCc1ccccc1	-8%
CC(Sc1nc2c(c(=O)[nH]1)CCCC2)C(=O)Nc1ccc(S(N)(=O)=O)cc1 (stereo unspecified)	9%
Cc1ccc(Cl)cc1NC(=O)c1oc2c(c1C)-c1[nH]ncc1CC2	-6%
O=C(NCc1ccc(Cl)cc1)C1CCN(c2ncnc3c2nc2n3CCCCC2)CC1	1%
CCn1c2ccccc2c2cc(NC(=O)COc3ccc(C)c(C)c3)ccc21	-12%
O=C(c1ccc(F)cc1)N1CCC(C(=O)N2CCCc3ccccc32)CC1	5%
O=C(Nc1cc(F)ccc1F)c1ccc(CN2CC(=O)N3CCCCC3C2=O)cc1 (stereo unspecified)	-2%
COc1ccc(/C=C/C(=O)Nc2cc(-c3nc4ccccc4o3)ccc2OC)cc1	-3%
COc1cccc(NC(=O)CN(c2ccc3c(c2)OCO3)S(C)(=O)=O)c1	-7%
CCOc1ccc(S(=O)(=O)N(CC(=O)NCCSCc2ccc(C)cc2)c2ccccc2)cc1	0%
COc1ccc(CCNC(=O)COc2ccc(N(C)S(=O)(=O)c3ccc(Cl)cc3)cc2)cc1	2%
Cc1ccc(S(=O)(=O)N2CCN(C(=O)COC(=O)/C=C/c3ccccc3[N+](=O)[O-])CC2)c(C)c1	10%
C[C@H](CO)N1C[C@H](C)[C@H](CN(C)C(=O)Nc2ccc3c(c2)OCO3)Oc2ncc(Br)cc2C1=O	4%
CCN(CC)CCCn1c2c(c(SCC(=O)Nc3cc(OC)cc(OC)c3)nc1=O)CCC2	12%
O=C(O)c1sc(Nc2ccccc2)nc1-c1ccccc1	-8%
CCc1cc2c(COC(=O)c3cccc(S(C)(=O)=O)c3)cc(=O)oc2cc1O	2%
CCc1ccccc1-n1nnnc1-c1cnccc1C(F)(F)F	2%

Continued; the last 6 above are carried over.
SMILES	aSyn yeast rescue
Cc1ccc(S(=O)(=O)N2CCN(C(=O)COC(=O)/C=C/c3ccccc3[N+](=O)[O-])CC2)c(C)c1	10%
C[C@H](CO)N1C[C@H](C)[C@H](CN(C)C(=O)Nc2ccc3c(c2)OCO3)Oc2ncc(Br)cc2C1=O	4%
CCN(CC)CCCn1c2c(c(SCC(=O)Nc3cc(OC)cc(OC)c3)nc1=O)CCC2	12%
O=C(O)c1sc(Nc2ccccc2)nc1-c1ccccc1	-8%
CCc1cc2c(COC(=O)c3cccc(S(C)(=O)=O)c3)cc(=O)oc2cc1O	2%
CCc1ccccc1-n1nnnc1-c1cnccc1C(F)(F)F	2%
Cc1ccccc1Nc1nnc(-c2ccc(C)c(S(=O)(=O)NCC3CCCO3)c2)c2ccccc12 (stereo unspecified)	-1%
C=C(C)CN(CC)C(=O)CCc1nnc(CCc2c[nH]c3ccccc23)o1	11%
CCOc1ccc(NC(=O)CCC(=O)N2CC(C)Oc3ccc(C)cc32)cc1 (stereo unspecified)	2%
Cc1ccc(N2CCN(C(=O)Nc3cccc([N+](=O)[O-])c3)CC2C)cc1 (stereo unspecified)	3%
CCc1ccccc1NC(=O)c1cc2c(Cl)nc3ccccc3c2s1	-14%
CCn1c(C)c(C)c2cc(C(=O)NCc3cccc(C)c3)ccc21	?
CCc1ccccc1NC(=O)CCc1c(C)nn(-c2ccc(N3CCOCC3)nn2)c1C	-4%
Cc1ccccc1NC(=O)Cn1c(=O)n(-c2ccc(CC(=O)NCC3CCCO3)cc2)c(=O)c2ccccc21 (stereo unspecified)	6%
Cc1cc(=O)n(C)c(=O)n1CCCCOc1ccc([N+](=O)[O-])cc1	3%
COc1cc(Cl)c(C)cc1NC(=O)c1nn(C)c2c1CSc1ccccc1-2	5%
COc1ccc(OC)c(-n2c3c(cc(-c4nc(-c5ccc(Cl)cc5)cs4)c2=O)C(=O)CC(C)(C)C3)c1	-2%
COC(=O)c1scc(-c2ccc(C)cc2)c1S(=O)(=O)N1CCN(c2cccc(OC)c2)CC1	-3%
CCOc1ccc(CNC(=O)c2cc(=O)[nH]c3ccc(S(=O)(=O)N4CCCCC4)cc23)cc1	-1%
CCN1C(=O)[C@H]2[C@@H](c3ccccc3)N[C@]3(CCCN(Cc4ccc(C)cc4)C3=O)[C@H]2C1=O	-1%
O=C1CC(c2nc(-c3ccccc3)no2)CN1c1ccc2c(c1)OCCO2 (stereo unspecified)	1%
O=C(O)/C=C/C(=O)c1ccc(O)cc1	10%
CCOC(=O)c1c(N)n(-c2ccc(C)c(Cl)c2)c2nc3ccccc3nc12	-12%
CCOC(=O)c1cccc(NC(=O)c2ccc3nc(CCc4ccccc4)oc3c2)c1	-3%
Cc1ccc2c(c1)C(=C(C#N)C#N)C(=O)N2CCN1CCCCC1	-9%
Cc1cc(C)nc(N2CCCC(C(=O)NNC(=O)c3ccncc3)C2)n1 (stereo unspecified)	10%
Cc1c(C(=O)OC/C(O)=C(\C#N)c2nc3ccccc3[nH]2)oc2ccc(Br)cc12	6%
Cn1c(=O)c2c(nc(Oc3ccc4c(c3)OCO4)n2Cc2ccc(Br)cc2)n(C)c1=O	3%
CCCn1c(=N)c(C(=O)NC2CCCC2)cc2c(=O)n3cc(C)ccc3nc21	-3%
Cc1ccc(NC(=O)c2ccc3c(=O)n4c(nc3c2)CCC4)cc1S(=O)(=O)N(C)C	3%
CCN(CC(=O)Nc1cc(Cl)ccc1C)C(=O)C1CC(=O)N(Cc2ccccc2)C1 (stereo unspecified)	-14%
CCCCCN(C(=O)CCC(=O)OCCOc1ccc(OC)cc1)c1c(N)n(CCCC)c(=O)[nH]c1=O	-7%
O=C(O)C(=Cc1cccc([N+](=O)[O-])c1)c1ccccc1	13%
Cc1nccn1CC(=O)c1ccccc1	6%
COC(=O)[C@H](C)NC(=O)NCc1ccc(S(N)(=O)=O)cc1	0%
CCCC(=O)Nc1cc(-c2nnc3c4ccccc4c(C)nn23)ccc1C	3%

Pulled by compound from the list above (3):
SMILES	aSyn yeast rescue
O=C(O)/C=C/C(=O)c1ccc(O)cc1	10%
Cc1cc(C)nc(N2CCCC(C(=O)NNC(=O)c3ccncc3)C2)n1 (stereo unspecified)	10%
Cc1c(C(=O)OC/C(O)=C(\C#N)c2nc3ccccc3[nH]2)oc2ccc(Br)cc12	6%

The listing continues.
SMILES	aSyn yeast rescue
Cc1ccc(Cn2c(=O)n(Cc3ccccc3Cl)c(=O)c3cccnc32)cc1	2%
CCOc1ccc(NC(=O)CSc2nc3nc4c(cc3c(=O)n2CC)COC(C)(C)C4)cc1	-4%
COc1ccc(NC(=O)c2cc3c(=O)n(Cc4cccnc4)ccc3nc2C)c(OC)c1	0%
CCc1nnc(NC(=O)c2ccc(COc3ccccc3C)o2)s1	0%
Cc1ccc(N(Cc2cccs2)C(=O)COc2ccccc2[N+](=O)[O-])cc1	7%
Cc1ccc(-n2ncc(C(=O)N3CCN(c4cc(Cl)ccc4C)CC3)c2C2CCN(C(=O)OC(C)(C)C)CC2)cc1	7%
CCc1ccccc1NC(=O)CCS(=O)(=O)c1cccc2nonc12	-5%
N#Cc1c(C(F)(F)F)cc(-c2ccc(F)cc2)nc1SCC(=O)Nc1ccccc1	-7%
CC(=O)Nc1ccc(Nc2nc(Cl)nc(Nc3ccc(NC(C)=O)cc3)n2)cc1	-6%
CCOc1ccc(Sc2cc(C(=O)NCc3ccc(C)cc3)c3ccccc3n2)cc1	-2%
O=C(Nc1cc(Cl)ccc1O)c1cc2nc(-c3ccc4c(c3)OCO4)cc(C(F)(F)F)n2n1	3%
Cc1ccc(-c2nc(C(=O)NCc3ccc(Cl)cc3)c3n2CCCCC3)cc1	23%
CCc1ccccc1NC(=O)CSc1ncc(S(=O)(=O)c2ccccc2)c(=O)[nH]1	4%
COc1ccc(OC)c(NC(=O)CSc2nnc(Cn3c(=O)sc4ccccc43)n2C)c1	-9%
Cc1ccc(OCC(=O)Nc2ccc(C(=O)OCc3cc(=O)n4c(C)csc4n3)cc2)cc1	1%
O=C(COC(=O)c1ccco1)Nc1cccc(S(=O)(=O)N2CCOCC2)c1	3%
CCOC(=O)c1ccc2c(c1)[C@@H]1C=CC[C@@H]1[C@H](c1cccc(OC)c1OC)N2	-23%
COc1cccc(C2C(C(=O)Nc3ccc(C)cc3C)=C(C)Nc3nc4ccccc4n32)c1OC (stereo unspecified)	2%
CCOC(=O)c1cnc2cc(C(F)(F)F)ccc2c1Nc1ccc(F)cc1F	-16%
Cn1cnc(S(=O)(=O)N2CCC(C(=O)NCc3ccc(Cl)cc3)CC2)c1	-4%
Cc1cccc(-n2ncc(C(=O)N3CCN(C4CCCCC4)CC3)c2C2CCN(C(=O)OC(C)(C)C)CC2)c1	-10%
Cc1cccc(C)c1Nc1sc(C(=O)c2ccccc2)c(N)c1C(=O)Nc1ccc(F)cc1	1%
Cc1cc(C)nc(NCCO)n1	-10%
CCc1cccc(CC)c1N1C(=O)COCC1=O	4%
COc1ccccc1N1CCN(C(=O)CCCn2c(=S)[nH]c3ccccc3c2=O)CC1	-3%
C[C@@H]1CN([C@H](C)CO)C(=O)CCCn2cc(nn2)CO[C@H]1CN(C)S(=O)(=O)c1ccc(C#N)cc1	8%
CCNC(=O)OCc1cn(-c2ccc(Cl)cc2)nn1	-7%
C/C(=N\NC(=O)C(=O)N/N=C(\C)c1cccc(O)c1)c1cccc(O)c1	-3%
CCOc1ccc(S(=O)(=O)N2CCN(CCNS(=O)(=O)c3ccc(C)cc3)CC2)cc1	-6%
CCCCC(=O)Nc1c(C(=O)N2CCN(c3ccccc3F)CC2)oc2ccccc12	-6%
COc1ccc(OC)c(NC(=O)Cn2c(=O)n(-c3ccc(Cl)cc3)c(=O)c3c(C)c(C)sc32)c1	0%
O=C(NC(CO)Cc1ccccc1)c1ccccc1 (stereo unspecified)	2%
CC(=O)Nc1ccc(S(=O)(=O)NC2(C(F)(F)F)C(=O)Nc3c2c(=O)[nH]c(=O)n3-c2ccc(C)cc2)cc1 (stereo unspecified)	7%
COc1cc(OC)cc(C(=O)OCC(=O)Nc2ccc(F)cc2F)c1	2%
Cn1nc(C(F)(F)F)c(-c2ccc(Br)cc2)c1NC(=O)C1CCC1C(=O)O (stereo unspecified)	5%
Cc1ccc(CNC(=O)C2CCN(c3nc4ccccc4n(C)c3=O)CC2)cc1	1%
COc1ccc(NC(=O)C(=O)NCCc2ccc(OC)c(OC)c2)c(OC)c1	-10%
Cc1ccccc1CNCCCSc1nnnn1C	-3%
COc1ccc(-n2nc(C(=O)NCC(=O)N(C)Cc3ccccc3)c3ccccc3c2=O)cc1OC	5%
